GLP1R ag = GLP-1 receptor (human) agonism; P43220; Potency, µM (titrated, usually from 45.6 µM), for inactives: at the top dose activation, usual class: activators; 380,000 tested, 0.007% active; AID 624172; HEK293 GLP-1R CRE-luciferase, luminescence, 4-6 h; cells express a hypersensitive GLP-1R form; note: potency is the fitted concentration of half-maximal effect; % of control where 0% means no effect
GLP1R inv ag = inverse agonists of human GLP-1 receptor | P43220 | HEK293 GLP-1R CRE-luciferase, luminescence, 24 h; GLP-1R form is constitutively active | Potency, µM (titrated, usually from 38.3 µM), without a hit: at the top dose activity change, negative = inhibition, actives largely listed as inhibitors | 410,000 tested, 1.6% active | AID 624417; note: potency is the fitted concentration of half-maximal effect; % is set by controls: 0 for no effect and ±100 for the full control effect; nearly all actives have a fitted effect of over 55% in size
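Constitutively active GLP-1R drives a cAMP-responsive luciferase in stably transfected HEK293 cells; test compounds are added after overnight (12 h) attachment and left 24 hr, and signal loss in luminescence marks inhibition.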
PLK1 PBD block = PLK1 (human) polo-box domain binding inhibition; 360,000 tested, 2.8% active; AID 720504; Potency, µM, inactives show max response, negative = inhibition, usual class: inhibitors; Plk1 PBD binding of FITC phosphopeptide, fluorescence polarization; note: potency is the fitted concentration of half-maximal effect; series mostly up to about 57 µM; % is set by controls: 0 for no effect and ±100 for the full control effect; nearly all actives have a fitted effect of over 65% in size
DRD3 antagonist = antagonists of human D3 dopamine receptor. P35462. D3R cells, DiscoveRx beta-arrestin luminescence, antagonist mode; stronger effect = lower value. max response, negative = inhibition, %. 360,000 tested, 2.5% active. AID 652054; in the data active = max response below about -50%; inconclusive = no clear call, values can overlap the other calls; note: % is set by controls: 0 for no effect and ±100 for the full control effect; mostly tested at two doses, the higher about 12 µM
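Cells plated overnight at 1500 cells/well, then exposed to library compounds with dopamine controls for 90 minutes at 37 degrees C. DiscoveRx reagent added for 30–60 minutes at room temperature; luminescence read, quantitative HTS format.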
HEK293 tox = cytotoxic in the GLP-1 receptor inverse agonist counter-screen. AID 624418. 410,000 tested, 0.13% active. HEK293 cAMP-luciferase reporter cells, luminescence, 24 h. Potency, µM (titrated, usually from 38.3 µM), for inactives: top-dose activity change, negative = inhibition, hits mostly inhibitors;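 note: loss of luciferase light is scored as toxicity; potency is the fitted concentration of half-maximal effect; % is set by controls: 0 for no effect and ±100 for the full control effect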
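Seeding density was 200 cells/uL; after overnight-length (12 h) culture, 23 nL compounds went on for 24 h at 37 °C. Readout used a luciferase detection reagent, luminescence taken after 12 min at room temperature.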
WRN inhibitor = WRN helicase (human) inhibition. Q14191. WRN helicase unwinding, fluorescent forked duplex, kinetic. Potency, µM (doses to about 114 µM), for the others: top-dose activity change, negative = inhibition, actives largely listed as inhibitors. 360,000 tested, 0.46% active. AID 651768; note: potency is the fitted concentration of half-maximal effect; % is set by controls: 0 for no effect and ±100 for the full control effect; nearly all actives have a fitted effect of over 55% in size
Target sequence (Q14191 whole entry, looked up): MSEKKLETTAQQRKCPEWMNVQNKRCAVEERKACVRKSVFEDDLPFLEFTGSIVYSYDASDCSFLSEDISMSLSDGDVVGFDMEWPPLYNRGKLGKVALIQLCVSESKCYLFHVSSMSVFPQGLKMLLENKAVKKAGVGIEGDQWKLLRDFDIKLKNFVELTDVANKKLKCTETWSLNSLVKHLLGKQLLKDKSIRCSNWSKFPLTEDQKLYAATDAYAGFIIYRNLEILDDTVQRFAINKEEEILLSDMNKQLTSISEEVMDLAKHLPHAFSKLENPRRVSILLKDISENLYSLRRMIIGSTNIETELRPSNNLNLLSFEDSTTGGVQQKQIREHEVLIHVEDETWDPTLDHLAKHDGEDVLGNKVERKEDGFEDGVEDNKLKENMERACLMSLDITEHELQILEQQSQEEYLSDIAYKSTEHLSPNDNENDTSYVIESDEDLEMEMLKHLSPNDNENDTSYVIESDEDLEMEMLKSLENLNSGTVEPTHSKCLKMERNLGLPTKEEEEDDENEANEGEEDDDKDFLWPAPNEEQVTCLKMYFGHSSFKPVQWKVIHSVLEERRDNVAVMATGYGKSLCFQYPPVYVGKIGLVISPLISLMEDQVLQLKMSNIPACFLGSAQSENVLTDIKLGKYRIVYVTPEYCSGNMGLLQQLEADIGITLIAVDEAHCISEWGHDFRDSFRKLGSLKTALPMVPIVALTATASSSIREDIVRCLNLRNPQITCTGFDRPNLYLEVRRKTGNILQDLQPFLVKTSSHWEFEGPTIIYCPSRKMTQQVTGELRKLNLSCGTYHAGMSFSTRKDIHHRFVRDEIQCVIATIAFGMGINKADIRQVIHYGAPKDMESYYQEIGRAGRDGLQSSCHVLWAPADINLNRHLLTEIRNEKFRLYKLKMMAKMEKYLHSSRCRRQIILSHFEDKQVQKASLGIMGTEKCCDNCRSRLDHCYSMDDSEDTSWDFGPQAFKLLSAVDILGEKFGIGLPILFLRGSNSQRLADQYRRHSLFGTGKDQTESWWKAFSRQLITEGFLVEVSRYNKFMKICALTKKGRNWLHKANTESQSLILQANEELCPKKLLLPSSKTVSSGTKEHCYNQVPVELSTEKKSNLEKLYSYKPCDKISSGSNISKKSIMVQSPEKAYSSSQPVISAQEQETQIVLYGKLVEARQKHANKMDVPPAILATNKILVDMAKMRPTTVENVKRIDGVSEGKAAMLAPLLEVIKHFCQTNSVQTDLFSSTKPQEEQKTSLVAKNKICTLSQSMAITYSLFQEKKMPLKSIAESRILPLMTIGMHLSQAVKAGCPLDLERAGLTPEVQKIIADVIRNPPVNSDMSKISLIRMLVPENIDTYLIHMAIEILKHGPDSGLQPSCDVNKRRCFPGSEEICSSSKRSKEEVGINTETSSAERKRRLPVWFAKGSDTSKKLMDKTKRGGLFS
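Enzyme (20 nM final) and test compound sit together 15 min at room temperature before substrate addition. Substrate is a single-forked duplex oligonucleotide (100 nM) labelled with fluorophore and quencher, with 2 mM ATP; helicase unwinding raises red fluorescence, read kinetically.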
D3 ag = D3 dopamine receptor (human) agonism; AID 652048; D3R DiscoveRx beta-arrestin cells, luminescence, 90 min; P35462; max activation, %; 410,000 tested, 0.58% active; in the data active = max activation above about 30%; note: 0% is about no effect; mostly tested at two doses, the higher about 12 µM
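Agonist mode: compounds and dopamine controls were applied to plated cells for 90 min at 37 degrees C after an overnight attachment at 1500 cells/well. Luminescent read-out followed 30 - 60 minutes at room temperature with DiscoveRx detection reagent.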
PI5P4Ka inh = inhibitors of human PI5P4K alpha; PI5P4Kalpha enzyme, ADP-Glo luminescence, 60 min; stronger effect = lower value; 330,000 tested, 1.2% active; max response, %; P48426; active = max response of -50% or lower; inconclusive = between -30% and -50%; inactive = -30% or higher; note: value at the top dose of about 77 µM; % is set by controls: 0 for no effect and ±100 for the full control effect
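PI5P4Kalpha ADP-Glo assay; 5 microM ATP final; 60 min RT reaction; HEPES pH 7.4/EGTA/CHAPS, 5% DMSO; controls lacking substrate or enzyme; luminescent end-point.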
IL2 activator = IL-2 activation; IL-2 activation reporter assay, cell-based qHTS; stimulated with anti-CD3/CD4/CD28 beads; in transgenic mouse T cells; activation, % (series mostly up to about 46 µM); 360,000 tested, 0.065% active; AID 652025; in the data active = activation above about 50%; inconclusive = mostly about 30% to 49%; note: 0% is about no effect
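Using fluorescent plate cytometry, EGFP and DsRed are detected in transgenic mouse T cells stimulated 18 h at 37 degrees C with antibody-coated beads after 60 min compound pretreatment.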
* = called active by the depositor; u = inconclusive; x = no result given; & = joins results of further samples; [ ] = dose if it differs, or a comment. Unless noted, calls come from the whole dose curve; as a rule, active = well fitted curve in the direction sought with a large enough effect; inconclusive = small, poorly fitted or top-dose-only effect, or another doubt; inactive = no such curve, though single readings can be large; an effect the other way counts as inactive or inconclusive.

Molecule | GLP1R ag | GLP1R inv ag | PLK1 PBD block | DRD3 antagonist | HEK293 tox | WRN inhibitor | D3 ag | PI5P4Ka inh | IL2 activator
O=C(NCC1COc2ccccc2O1)c1ccc(Cl)cc1 (centres undefined) | -1% | -17% | -5% | -29 | 2% | 6% | -7 | -6 | -0.1
CCOC(=O)C1=C(C)NC(=O)NC1c1cn(-c2ccccc2)nc1-c1ccc(OC(C)C)cc1 (centres undefined) | -1% | -25% | x | x | -17% | x | 20 | x | x
COc1cc(F)ccc1-c1cc(C(=O)Nc2ccc(C)c(NS(C)(=O)=O)c2)[nH]n1 | -2% | -24% | -5% | -10 | -16% | -9% | -19 | -24 | -0.7
CC(Oc1ccc2c3c(c(=O)oc2c1)CCCC3)C(=O)NC1CC(C)(C)NC(C)(C)C1 (centres undefined) | 22% | u | -2% | 1 | -11% | 5% | 3 | 1 | -1.7
O=C(Nc1ccccc1)N1CCN(c2nc3ccccc3s2)CC1 | 20% | -5% | 1% | 21 | -14% | -4% | -1 | x | -1.7
Cc1ccccc1NCC(=O)N/N=C\C=C\c1cccc([N+](=O)[O-])c1 | -3% | u | -12% | 2 | -19% | -14% | -5 | -4 | -0.1
N#CC1=C(C=Nc2ccccc2O)CCC1 | -15% | 15% | -4% | -17 | 4% | -4% | -2 | 4 | 0.7
CC1=NNC(=O)C1C(c1ccccc1)C(C#N)C#N (centres undefined) | -2% | -2% | u | 11 | -12% | -33% | 15 | x | -0.9
CC(C)(C)NC(=O)c1cc(-c2ccccc2)n[nH]1 | 1% | 32%[activator][7.66 µM] | -2% | -9 | 1%[7.66 µM] | 4% | 1 | -5 | 1.4
N#Cc1nc(N2CCCC2)nc(N2CCCC2)n1 | 2% | u | -4% | 2 | -15% | 5% | 10 | 2 | -0.6
CCOC(=O)CSc1nc2ccccc2n1CC(=O)N1CCN(c2ccccc2)CC1 | -2% | u | -5% | 42 | -20% | 7% | 1 | x | -3.1
COc1ccc(/C=C2\SC(=S)N(CC(=O)OCC(=O)Nc3ccc(C)cc3Cl)C2=O)cc1 | -2% | -13% | -8% | -30 | -3% | 3%[57.1 µM] | -8 | -3 | -0.1
COc1ccc(Cc2nnc(N)s2)cc1 | -6% | 0% | u | 14 | 4% | 3% | -2 | x | 1.1
N#Cc1cccnc1N1CCN(C(=O)c2cccs2)CC1 | 5% | 13% | -10% | 2 | 0% | 8% | -3 | 4 | -2.8
Cc1ccc(SCc2[nH]nc3c2C(c2ccc(C)o2)C(C#N)=C(N)O3)cc1 (centres undefined) | -22% | u | u | 18 | -14% | -18% | 3 | x | -1.1
Cc1n[nH]c(C)c1CCNCc1ccc(OCC(O)CN2CCCCC2)cc1 (centres undefined) | 8% | 10% | -4% | -5 | -3% | 0% | -9 | 12 | 0.0
O=C(NCC1CCCO1)c1ccc2c(=O)n(-c3ccccc3)c(=S)[nH]c2c1 (centres undefined) | -2% | 4%[7.66 µM] | 4% | 2 | 13%[7.66 µM] | 11% | 1 | -7 | 1.5
COCCN1C(=O)N(c2cccc(C)c2)C(=O)C1CC(=O)Nc1ccc(OC)cc1 (centres undefined) | -5% | 6% | 1% | -22 | 10% | 4% | -1 | 2 | 0.4
CCOc1ccccc1CNC(=O)C(C)n1nc(C)c2c(C)n(-c3ccccc3)nc2c1=O (centres undefined) | 8% | -29% | -12% | -24 | -12% | -2% | 2 | 2 | -2.9
COC(=O)c1ccc(/C=C/C(=O)OCC(=O)Nc2cc(C)on2)cc1 | 8% | -1% | -3% | -2 | 0% | 3% | -2 | 1 | 1.3

Copied from the list:
Reading for Cc1n[nH]c(C)c1CCNCc1ccc(OCC(O)CN2CCCCC2)cc1 (centres undefined) under WRN inhibitor: 0%
Reading for CCOC(=O)CSc1nc2ccccc2n1CC(=O)N1CCN(c2ccccc2)CC1 under DRD3 antagonist: 42

(continued)
Molecule | GLP1R ag | GLP1R inv ag | PLK1 PBD block | DRD3 antagonist | HEK293 tox | WRN inhibitor | D3 ag | PI5P4Ka inh | IL2 activator
CCN(C(=O)Cn1cc(S(=O)(=O)N2CCN(c3ccccc3F)CC2)c2ccccc2c1=O)c1ccc(C)c(C)c1 | 1% | u | x | x | 2% | x | -1 | x | x
CCCn1c(=O)c2c(c3ccccc31)OC(C)C(=O)N2 (centres undefined) | 0% | 2% | -12% | 0 | 26% | -5% | 8 | -4 | -0.9
Cc1ccc(C(=O)NC(=S)NCc2cccnc2)cc1 | -2% | 16% | u | -10 | 1% | 6% | -3 | -6 | 0.0
Cc1ccc(C(=O)N2Cc3ccccc3CC2C(=O)O)cc1 (centres undefined) | -2% | 6% | -6% | -11 | 18% | -3% | 0 | x | -1.2
FC(F)Sc1ccc(-n2cc(-c3ccc(Cl)cc3)[n+]3c2CCC3)cc1 | -19% | -19% | -7% | -27 | -21% | 15% | -9 | -10 | -0.8
c1csc(-c2nc(CN3CCSCC3)cs2)c1 | -2% | u | 1% | -58* | 3% | -10% | -35 | -15 | -2.5
Cc1cc(C)nc(-n2nc(C)cc2Nc2ccccc2)n1 | 2% | u | -3% | 4 | u | -26% | -3 | -2 | 0.0
Cc1ccc(S(=O)(=O)CCC(=O)Nc2nccs2)cc1 | 6% | 1% | -15% | 23 | -4% | 0% | -8 | 1 | -0.3
CCOc1ccc(N2C(=O)CC(Sc3n[nH]c(-c4ccccc4)n3)C2=O)cc1 (centres undefined) | 3% | 1% | u | -3 | 7% | -2% | 1 | -7 | -0.8
COc1ccccc1CNC(=S)Nc1ccc(F)cc1 | -5% | u | -18% | 5 | u | 8% | -2 | 4 | -1.3
O=C(C[C@H]1C/C=C\C[C@H](Cc2ccc(F)cc2)C(=O)OC[C@@H]2CCCN2C1=O)N[C@H](CO)Cc1ccccc1 | 2% | 8% | -5% | 5 | 3% | -35% | -2 | 5 | -0.7
COc1ccc(CC2=CC(=O)c3ccccc3C2=O)cc1 | -4% | u | u | -56* | 92%[activator] | -9%[11.6 µM] | -18 | u | 1.4
C=CC[C@H](CC(=O)NCCO)C(=O)N[C@H](COC(=O)[C@@H](CC=C)Cc1ccc(F)cc1)Cc1ccccc1 | 4% | 10µM* | -14% | u | u | 0% | 4 | 6 | -0.4
Cc1ccc(C(=O)NNC(=O)OC(C)(C)C)c(Cl)c1 | -8% | 2% | -1% | 5 | 3% | -1% | 6 | 8 | 0.4
O=C(CN1CCCCC1)Nc1scc2c1c(=O)oc1ccccc12 | 5% | 18% | -5% | 14 | -11% | -7% | 5 | 5 | 0.9
CCn1cc(/C=N/NC(=O)COc2cccc3cccnc23)c2ccccc21 | 22% | 24% | -3% | 13 | 8% | u | 5 | -6 | 7.7
CC(=O)c1ccccc1OC(=O)CCN1C(=O)c2ccccc2C1=O | 2% | -10% | -10% | 4 | 0% | -5% | 7 | 0 | -1.5
O=C(N/N=C1/CCCc2ccccc21)C(c1ccccc1)c1ccccc1 | 6% | 9% | -10% | 24 | 3% | -3% | -16 | x | -0.8
CCc1ccc(N2C(=O)CN(CC(=O)OC)C2=S)cc1 | 10% | u | -8% | 1 | 1% | 4% | 2 | 1 | 0.0
O=C(Nc1ccccc1)c1ccc(F)cc1F | 3% | 13% | -1% | 18 | 4% | 5% | 7 | 1 | 0.2
COc1ccc(NC(=O)CNC(=O)Cn2c(C)cc3ccccc3c2=O)c(OC)c1 | 1%&-1% | 11%&7% | -14% | 0 | 6%&3% | -16% | 2&3 | -8 | 0.0
COCCCN1CN(Cc2ccco2)CNC1=S | 1% | 10% | -4% | 2 | -3% | 8% | 2 | -6 | 1.0
Cc1ccc(COc2ccccc2C(=S)N2CCCC2)cc1 | 2% | u | u | 1 | 4% | -10% | 2 | u | -1.3
O=S1(=O)CC(N2CCN(Cc3ccccc3F)CC2)CN1Cc1cn(Cc2ccc(F)cc2)nn1 (centres undefined) | 3% | -11% | -13% | 5 | 6% | 0% | 0 | -1 | -0.4
C=CCC[C@H](Cc1ccc(F)cc1)C(=O)OC[C@@H](NC(=O)[C@@H](CC=C)CC(=O)N(CCO)Cc1ccccc1)C(C)(C)C | -3% | 1% | -22% | -12 | 3% | -32% | -7 | 4 | -3.0
COC(=O)C(O)(CC(=O)Nc1ccc(OC(F)(F)F)cc1)C(F)(F)F (centres undefined) | 1% | -9% | -5% | 7 | 6% | 4% | 3 | x | -1.4
COc1ccc(S(=O)(=O)N(C)C[C@H]2Oc3ccc(NC(=O)Nc4ccc5c(c4)OCO5)cc3CC(=O)N([C@@H](C)CO)C[C@@H]2C)cc1 | 12% | -4% | -13% | 0 | u | 3% | -4 | -7 | -0.5
COC/C=C/C1=CC2=CC(=O)C(C)(OC(=O)c3cnc4ccccc4n3)C(=O)C2=CN1C1CC1 (centres undefined) | 1% | 38%[activator] | -15% | 4 | -8% | -4% | 5 | 2 | 0.5
O=C(c1ccc2c3c(cccc13)C(=O)N(O)C2=O)N1CCCCC1 | -17% | 24% | -4% | -22 | -3% | -6%[11.6 µM] | 5 | 5 | 4.0
O=C(c1ccccc1)c1nc[nH]c1C(=O)Nc1ccccc1 | -13% | 38% | 1% | -17 | -19% | -4% | -2 | 4 | -0.7
COC(=O)[C@@]12C[C@@H](CC(=O)NCc3ccccc3)C(=O)N(Cc3ccc4c(c3)OCO4)C1=CCC(C)(C)C2 | x | u | -1% | u | -8% | -1% | -17 | -6 | -0.8
CC(=O)Nc1ccc(-c2cc(C(=O)O)c3ccccc3n2)cc1 | -3% | u | -24% | -12 | -5% | -11% | 0 | 6 | 0.3
COc1ccc(/C=C/C(=O)N2CCCC2)cc1OC | 6% | 21% | -7% | -22 | 3% | 12% | 7 | 7 | 0.0
CC(=O)N1c2ccc3ccccc3c2C(C)CC12CCCCC2 (centres undefined) | 2% | u | -9% | u | 17% | -8% | -17 | 0 | 0.8

Screens deposited in PubChem by National Center for Advancing Translational Sciences (NCATS).
